Bioassay records: PubChem, National Center for Advancing Translational Sciences (NCATS)
TDP1 inh – TDP1 (human) enzyme inhibition. Q9NUW8. recombinant TDP1, AlphaScreen DNA substrate cleavage. Potency, µM (series often up to 130 µM), inactives show at the highest dose activity change, negative = inhibition, hits mostly inhibitors. actives 0.28% (n = 350,000); further: nearly all actives have a fitted effect of over 40% in size
Target sequence (Q9NUW8 whole entry, looked up): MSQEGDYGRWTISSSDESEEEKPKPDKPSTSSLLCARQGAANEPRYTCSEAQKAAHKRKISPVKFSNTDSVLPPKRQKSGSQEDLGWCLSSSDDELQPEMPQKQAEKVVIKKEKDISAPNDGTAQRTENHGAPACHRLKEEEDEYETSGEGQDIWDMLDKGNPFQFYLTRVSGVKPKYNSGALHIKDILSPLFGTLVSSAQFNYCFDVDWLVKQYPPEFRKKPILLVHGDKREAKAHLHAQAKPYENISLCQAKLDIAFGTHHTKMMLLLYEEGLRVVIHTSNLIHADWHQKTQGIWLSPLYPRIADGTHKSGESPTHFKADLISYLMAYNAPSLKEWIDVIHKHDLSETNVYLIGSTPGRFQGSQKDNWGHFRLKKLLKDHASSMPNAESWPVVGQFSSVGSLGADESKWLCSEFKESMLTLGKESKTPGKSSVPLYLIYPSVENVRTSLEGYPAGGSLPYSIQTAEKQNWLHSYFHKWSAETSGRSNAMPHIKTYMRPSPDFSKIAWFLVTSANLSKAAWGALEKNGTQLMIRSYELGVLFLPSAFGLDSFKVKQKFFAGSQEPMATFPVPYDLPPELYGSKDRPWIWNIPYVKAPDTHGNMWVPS
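Recombinant E. coli-expressed Tdp1 (1 nM) preincubated with compound 15 min at RT, then 5'-biotin/3'-phosphotyrosine-FITC DNA substrate (15 nM) added for 5 min. AlphaScreen beads (10 ug/ml) added, 10 min RT; tyrosine-FITC cleavage read as signal loss.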
N370S GC mod – N370S glucocerebrosidase modulation, Gaucher chaperone candidate; N370S GC spleen homogenate, 4MU-glucoside fluorescence; P04062; Potency, µM (titrated, usually from 59.4 µM), inactives show at the highest dose activity change, negative = inhibition, usual class: inhibitors; actives 0.092% (n = 330,000);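 further: 0% = full enzyme activity and -100% = no enzyme basal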
FEN1 inh – human FEN1 inhibition. Potency, µM (highest dose often 114 µM), for inactives: at the highest dose activity change, negative = inhibition, usual class: inhibitors. Recombinant FEN1 flap cleavage, fluorescence, 15 min. P39748. actives 0.35% (n = 390,000); further: nearly all actives have a fitted effect of over 65% in size
Target sequence (P39748 whole entry, looked up): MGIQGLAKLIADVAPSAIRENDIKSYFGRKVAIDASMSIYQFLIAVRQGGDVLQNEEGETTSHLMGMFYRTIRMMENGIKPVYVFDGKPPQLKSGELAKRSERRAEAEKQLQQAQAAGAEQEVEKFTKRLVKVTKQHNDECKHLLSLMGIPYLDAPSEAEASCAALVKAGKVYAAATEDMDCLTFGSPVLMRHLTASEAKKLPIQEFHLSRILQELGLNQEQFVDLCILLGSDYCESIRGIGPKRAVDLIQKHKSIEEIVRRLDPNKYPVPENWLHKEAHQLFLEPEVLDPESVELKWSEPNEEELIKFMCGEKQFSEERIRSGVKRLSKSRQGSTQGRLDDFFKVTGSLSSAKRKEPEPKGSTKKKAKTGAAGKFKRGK
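Concentration–response screening of FEN1 (10 nM): 15 min compound preincubation at room temperature, reaction started with 50 nM substrate and read at 0 and 15 min. Corrected, normalized data were fitted by a four-parameter Hill equation.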
An asterisk follows results filed as active; ? = inconclusive; . = no result given; & = joins results of further samples; [ ] = another dose, or the depositor's remark. The call rests on the fitted dose curve; in most records, active means well fitted curve in the direction sought with a large enough effect; inconclusive means small, poorly fitted or top-dose-only effect, or another doubt; inactive means no such curve, though single readings can be large; an effect the other way counts as inactive or inconclusive. Unless noted, on the % scale 0 is the no-effect control and ±100 the full control effect; potency means the concentration at half of the fitted maximal effect.

Under each structure: TDP1 inh, FEN1 inh, N370S GC mod
COC(=O)CCC(=O)OC1(C)C(=O)C2=CN(CCCOC(C)C)C(c3ccc(OC)cc3)=CC2=C(Br)C1=O (stereo not drawn)
  6%, 5%, -9%
O=C(COC(=O)c1ccccc1NCCO)NCc1cccs1
  -14%, -4%, ?
COc1ccc(CNC(=O)c2ccc3c(c2)CCN3S(=O)(=O)c2ccc(Cl)cc2)cc1
  7%, 12%, .
Cc1ccc(-n2c(=O)c3ccc(C(=O)NCc4ccco4)cc3n(Cc3cccc(Cl)c3)c2=O)cc1
  2%, -7%, .
CCOc1cccc(C=Nc2cc(C)cc(C)c2O)c1O
  14%, 2%, -1%
CCn1c(=O)c(C(=O)NCc2ccc(OC)cc2)c(O)c2ccccc21
  3%, -3%, 0%
Cc1cc(-n2c(SCc3ccccc3F)nc3[nH]ncc3c2=O)ccc1Cl
  9%, 0%, .
O=C(O)CCC(=O)Nc1ccc2c(c1)Cc1cc(NC(=O)CCC(=O)O)ccc1-2
  ., -14%, -8%
O=C(COC(=O)C1=COCCO1)Nc1ccccc1Oc1ccccc1
  0%, 4%, 12%
COc1ccccc1-n1nc(C(=O)Nc2ccc3c(c2)OCO3)c2ccccc2c1=O
  -4%, 2%, 21%

Under each structure: TDP1 inh, FEN1 inh, N370S GC mod
CCN1CCC[C@H]1CNC(=O)c1c(O)c(Cl)cc(Cl)c1OC
  7%[56.1 µM], -5%, -2%&-16%&0%&-4%
Cc1ccc(N(Cc2ccccc2)C(=O)Cc2ccc(S(=O)(=O)N3CCOCC3)s2)cc1
  -2%, -16%, -11%
COc1ccc(NC(=O)Nc2cccc3c2O[C@H](CN(C)C(=O)NC2CCCCC2)[C@@H](C)CN([C@H](C)CO)C3=O)cc1
  0%, 1%, .
CCC(Sc1nc2n[nH]c(C)c2c(=N)n1-c1cccc(Cl)c1C)C(=O)N(CC)CC (stereo not drawn)
  6%, 9%, 14%
O=C(Cn1c(=O)oc2cc(S(=O)(=O)N3CCCC3)ccc21)N1CCCC1
  0%, 1%, -1%
CCOC(=O)C1CCN(C(=O)C(C)Sc2ccc(Cl)cc2)CC1 (stereo not drawn)
  2%, 0%, -11%
COc1ccc(-c2noc(CCC(=O)N3CCN(c4ccc(Cl)cc4)CC3)n2)cc1
  -1%[56.1 µM], -4%, .
CCOc1ccccc1NC(=O)C1=C(C)Nc2ncnn2C1c1ccccn1 (stereo not drawn)
  3%, -8%, .
CCCc1cc(=O)oc2cc(OCC(=O)N3C[C@H]4C[C@@H](C3)c3cccc(=O)n3C4)c(Cl)cc12
  ., -10%, 1%
COC(=O)c1ccccc1-c1c2ccc(=N)cc-2oc2cc(N)ccc12
  8%, 28µM*, .

Under each structure: TDP1 inh, FEN1 inh, N370S GC mod
Cc1ccc(N(CC(=O)N/N=C/c2ccc(OCC(N)=O)cc2)S(C)(=O)=O)cc1Cl
  5%, 12%, 9%
Cc1cc(C)cc(N2CC(c3nc(-c4cccc(Cl)c4)no3)CC2=O)c1 (stereo not drawn)
  2%, -13%, .
COc1cc(-c2cc(C(=O)O)c3cc4c(cc3n2)OCCO4)cc(OC)c1OC
  2%, 1%, -12%
CCOc1ccc(Cc2nccc3cc(OCC)c(OCC)cc23)cc1OCC
  6%, ., -16%
O=C(Nc1cccc(C(=O)N2CCN(c3ccc(Cl)cc3)CC2)c1)c1nsc2ccccc12
  11%, 1%, .
COc1cc2c(cc1OC)CN(c1ccc(-c3ccccc3OC)nn1)CC2
  4%, -12%, 0%
Cc1ccc(C)c(NC(=O)Cc2csc(-c3ccccc3)n2)c1
  -1%, -8%, 0%
COc1ccc(/C=N/NC(=O)CCc2nc3ccccc3[nH]2)cc1
  0%, 9%, -25%
CC(=O)c1cccc(NC(=O)NC2CCCCC2)c1
  -4%, 7%, 11%
O=C1CN(C(=O)COC(=O)CCc2ccccc2O)c2ccccc2N1
  -3%, -110%, .

Under each structure: TDP1 inh, FEN1 inh, N370S GC mod
O=C(CN1C(=O)c2ccccc2C1=O)NC1CCCCC1
  0%, -2%, -22%
COc1ccc(N/C=C/C(=O)c2sc(-c3ccccc3)nc2C)cc1
  4%, -3%, 1%
CCC(C)NC(=O)c1c(N)n(/N=C/c2ccccn2)c2nc3ccccc3nc12 (stereo not drawn)
  1%, ?, -1%
COC(=O)NNC(=O)c1ccccc1C
  0%, -10%, -11%
COc1ccc(NC(=O)Cn2nnc3sc4c(c3c2=O)CCC(C)C4)c(OC)c1 (stereo not drawn)
  -3%, -2%, .
CC1CC(C(F)F)n2nc(C(=O)Nc3sc4c(c3C#N)CCC(C(C)(C)C)C4)nc2N1 (stereo not drawn)
  8%, -1%, 5%
O=C(OC(C(=O)NCC1CCCO1)c1ccc(F)cc1)c1cccs1 (stereo not drawn)
  2%, -5%, 7%
CC1CCc2nc(NC(=O)Nc3ccc4c(c3)OCO4)sc2C1 (stereo not drawn)
  3%, -1%, 6%
COc1cccc(CN2CCN(c3nc4nonc4nc3NC3CC3)CC2)c1
  2%, -2%, 5%
N#CC1=C(N)N(c2ccccc2)C(=O)C1
  9%, 5%, 3%

Under each structure: TDP1 inh, FEN1 inh, N370S GC mod
N#C/C(=C\c1ccccc1Cl)C(=O)Nc1ccccn1
  ., -11%, 7%
CCOC(=O)N1CCC(NC(=O)CN2C(=O)CCSc3ccccc32)CC1
  1%, 1%, -12%
Cc1cc(Oc2cc(NN3CCCCC3)c([N+](=O)[O-])cc2[N+](=O)[O-])c(C(=O)c2ccccc2)cc1Cl
  ., -15%, -4%
COC(=O)CNC(=O)CCC(=O)N1CCN(C(c2ccccc2)c2ccccc2)CC1
  5%, 6%, -11%
CSc1ccccc1NC(=O)c1cnc2scc(C)n2c1=O
  -1%, -8%, ?
CCc1cc(=O)oc2cc(C)cc(OC(C)C(=O)NC3CCN(Cc4ccccc4)CC3)c12 (stereo not drawn)
  4%, -16%, -15%
CC(C)(C)c1cc(O)c(C(C)(C)C)cc1O
  11%&13%, ., 1%&-6%
CCOc1cc(C)c(Cl)cc1S(=O)(=O)N1CCCC1
  0%, -6%, 10%
COCc1cc(C)nc2sc(C(=O)NCCO)c(-n3cccc3)c12
  2%, 7%, 8%
O=C(O)CNS(=O)(=O)c1ccc2c(c1)Cc1cc(S(=O)(=O)NCC(=O)O)ccc1-2
  ., -7%, -8%

Some of these compounds in order of SMILES length, largest number first.
Under each structure: TDP1 inh, FEN1 inh, N370S GC mod
Cc1cc(Oc2cc(NN3CCCCC3)c([N+](=O)[O-])cc2[N+](=O)[O-])c(C(=O)c2ccccc2)cc1Cl
  ., -15%, -4%
CCc1cc(=O)oc2cc(C)cc(OC(C)C(=O)NC3CCN(Cc4ccccc4)CC3)c12 (stereo not drawn)
  4%, -16%, -15%
COC(=O)CNC(=O)CCC(=O)N1CCN(C(c2ccccc2)c2ccccc2)CC1
  5%, 6%, -11%
COCc1cc(C)nc2sc(C(=O)NCCO)c(-n3cccc3)c12
  2%, 7%, 8%
CSc1ccccc1NC(=O)c1cnc2scc(C)n2c1=O
  -1%, -8%, ?
CC(C)(C)c1cc(O)c(C(C)(C)C)cc1O
  11%&13%, ., 1%&-6%

Continued:
Under each structure: TDP1 inh, FEN1 inh, N370S GC mod
CCOc1ccc(NC(=O)c2cnc3sc(N4CCOCC4)nn3c2=O)cc1
  7%, -5%, .
COC(=O)C1=C(C)N(Cc2ccccc2)C(=NCCc2c[nH]c3ccccc23)N[C@H]1c1cccc(C(F)(F)F)c1
  8%, -21%, -23%
CCc1ccc(CNC(=O)c2cnc(N3CCCCC3)c3ccccc23)cc1
  -4%, -17%, .
O=C1c2ccccc2C(=O)N1CCc1c[nH]c2ccccc12
  7%, -24%, 5%
O=C(NCC(c1ccc(F)cc1)N1CCOCC1)c1c(F)cccc1F (stereo not drawn)
  1%, -1%, 1%
O=C(COc1ccc(S(=O)(=O)N2CCOCC2)cc1)Nc1ccc2c(c1)OCCO2
  7%, -12%, 5%
CCc1cccc2c1NC(=O)C2(O)N1CCCC(C)C1 (stereo not drawn)
  ., 5%, 2%
COC(=O)c1cc(NC(=S)N2CCN(C(=O)C3CCCO3)CC2)cc(C(=O)OC)c1 (stereo not drawn)
  -3%, 22%, 1%
CNC(=S)N(CCc1ccc(OC)c(OC)c1)C1CC(=O)N(c2ccccc2)C1=O (stereo not drawn)
  ., -1%, -10%
C=CCNC(=O)c1ccc(CSc2nc3ccccc3s2)cc1
  4%, -18%, -1%

Under each structure: TDP1 inh, FEN1 inh, N370S GC mod
Cc1cccc(C(=O)Nc2nnc(-c3ccco3)o2)c1
  2%, 6%, 3%
O=C(/C=C/c1cccs1)N1CCc2ccccc21
  -1%, -3%, 6%
NC(=O)c1ccsc1NC(=O)COC(=O)COc1ccccc1F
  -3%, -2%, 2%
Cc1ccc(N2C(=O)C3ON(c4ccccc4)C(c4ccncc4)C3C2=O)cc1 (stereo not drawn)
  9%, 2%, -8%
O=[N+]([O-])c1cc(/C=N/n2c(-c3ccncc3)n[nH]c2=S)ccc1Cl
  9%, 50µM*, 1%
CC1CCCCC1NC(=O)CN1CCN(S(=O)(=O)c2ccc(Br)s2)CC1 (stereo not drawn)
  -3%[56.1 µM], -6%, .
COc1ccccc1CCC(=O)OCC(=O)Nc1c(Br)cc(C)cc1Br
  ., -1%, 4%
CC1CC(C)CN(CCCNC(=O)c2ccc3c(c2)NC(=O)CS3)C1 (stereo not drawn)
  0%, 2%, 0%
CCCCNC(=O)Nc1cnn(CC)c1C(N)=O
  -3%, 0%, 3%
N#CC(C(=O)NC1CC1)c1nc2ccccc2nc1N1CCCC1 (stereo not drawn)
  4%, -3%, 21%

Under each structure: TDP1 inh, FEN1 inh, N370S GC mod
O=C(Nc1ccc2[nH]c(=O)c(=O)[nH]c2c1)c1cccc(F)c1
  0%, 2%, .
O=C(O)c1cc(NS(=O)(=O)c2ccc3ccccc3c2)ccc1O
  ., 17%, -7%
O=C(Nc1ncccc1Cl)c1cc2ccccc2o1
  3%, 16%, 2%
CSc1nc(Sc2ccccc2)c2ccccc2n1
  -3%, -14%, 10%
CC(C)CC1N=C2c3ccccc3N=C(SCC(=O)NCCc3ccc(Cl)cc3)N2C1=O (stereo not drawn)
  1%, 1%, .
Cc1c(CN2CCC(CO)(Cc3ccccc3)CC2)c2ccccc2n1C
  8%, -9%, 0%
CCOC(=O)CCN1C(=O)[C@H]2[C@@H]3[C@H](O)C=CC(=O)[C@H]3CC[C@H]2C1=O
  8%[21 µM], ., -25%[12.8 µM]
Cn1c(CN2CCOCC2)nc2cc(NC(=O)c3ccccc3Cl)ccc21
  0%, -5%, 4%
O=C(Nc1cccnc1)c1cc(F)c(F)cc1Cl
  0%, 5%, -6%
FC(F)C(F)(F)C1=CC(c2ccccc2)=NCCN1
  -2%, -2%, 17%

Under each structure: TDP1 inh, FEN1 inh, N370S GC mod
CCSc1nnc(NC(=O)Cc2ccc(OC)c(OC)c2)s1
  4%, -1%, 8%[12.8 µM]
CCC1=C(OC(=O)N(CC)CC)N2C(=O)OC(=NCC(=O)OC)[C@]2(C)[C@H]2C1=CC[C@H]1C(=O)N(CC(=O)OC)C(=O)[C@H]12
  3%&2%, -1%, -5%&-5%
O=C(Nc1nsc(-c2ccccc2)n1)c1ccncc1
  -2%, 4%, -10%
Cc1oc(-c2ccccc2Cl)nc1CS(=O)CC(=O)NCCc1ccccc1 (stereo not drawn)
  4%, -4%, 6%
O=C(CSc1nnc2sc3ccccc3n12)c1ccco1
  -3%, -16%, 4%
C=C1CCC[C@]2(C)C[C@H]3OC(=O)C(CNC(C)CCCC(C)C)[C@H]3CC12 (stereo partly drawn)
  ., -9%, -3%
Cc1cccc(C(=O)OCC(=O)Nc2ccc(F)cc2)c1
  9%, -16%, -2%
CCOC(=O)Cn1c(=O)sc2ccccc21
  0%, -8%, -2%
O=c1c(N2CCc3ccccc3C2)csc2ccccc12
  7%, 2%, .
Cc1ccc(CCNc2ncnc3onc(-c4ccc(F)cc4)c23)cc1
  4%, -4%, .

Under each structure: TDP1 inh, FEN1 inh, N370S GC mod
CC1CCCCN1CCNC(=O)c1ccc(Cn2c(SCc3ccccc3)nc3cccnc32)cc1 (stereo not drawn)
  6%, -2%, .
Cc1ccc2cc3cc(C(=O)N4CCCCC4C)oc3nc2c1 (stereo not drawn)
  -4%, -1%, 13%
C=CCc1ccccc1OCC(O)CN1CCN(C(=O)OCC)CC1 (stereo not drawn)
  8%, 0%, -4%
COc1ccc2c(c1)O[C@H](c1ccc3c(c1)OCO3)[C@@H](OC(=O)N[C@H](C)C1CCCCC1)C2=O
  9%&3%, ., -4%&10%
COC(=O)c1[nH]c2c(c1C)C(=O)CCC2
  0%, 14%, 9%
COc1ccc(-n2c(-c3ccc(Br)cc3)c[n+]3c2CCC3)cc1
  -2%, 0%, 0%
COc1ccc(-n2c(=O)c3c4c(sc3n(Cc3ccccc3Cl)c2=O)CCC4)c(OC)c1
  0%, 8%, .
COc1ccccc1C(=O)C1CCCN(C(=O)c2ccco2)C1 (stereo not drawn)
  6%, -11%, -1%
Cc1ccc(C(=O)OCc2cc(=O)n3nc(-c4cccs4)sc3n2)cc1
  1%, 1%, .
CCOC(=O)c1c(C)c(C(=O)NCc2ccco2)c(C)n1CC
  5%, 20%, 7%
